Bioassay records deposited in PubChem BioAssay by National Center for Advancing Translational Sciences (NCATS).
aSyn rescue – rescues yeast growth from alpha-synuclein toxicity | Yeast expressing alpha-synuclein, growth rescue, BacTiter-Glo, 24 h | Potency, µM (titrated, usually from 46.1 µM), for inactives: top-dose growth rescue (activation), most hits filed as activators | 370,000 tested, 0.14% active | AID 652106; note: potency is the fitted concentration of half-maximal effect; % of control where 0% means no effect; nearly all actives have a fitted effect of over 65% in size
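Readout is rescue of growth in alpha-synuclein-expressing yeast, so inhibitors of toxicity appear as activators. Growth after 24 hr at 30 deg C in galactose medium is quantified by luminescence.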
EPAC1 antagonist – EPAC1 (human) antagonism. EPAC1 GEF assay, Rap1b-BODIPY-GDP exchange fluorescence. Potency, µM (series often up to 115 µM), without a hit: at the top dose activity change, negative = inhibition, hits mostly inhibitors. 360,000 tested, 0.14% active. AID 720709;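 note: potency is the fitted concentration of half-maximal effect; plate controls were vehicle for no effect and positive control for full effect; nearly all actives have a fitted effect of over 50% in size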
Target sequence (O95398 whole entry, looked up): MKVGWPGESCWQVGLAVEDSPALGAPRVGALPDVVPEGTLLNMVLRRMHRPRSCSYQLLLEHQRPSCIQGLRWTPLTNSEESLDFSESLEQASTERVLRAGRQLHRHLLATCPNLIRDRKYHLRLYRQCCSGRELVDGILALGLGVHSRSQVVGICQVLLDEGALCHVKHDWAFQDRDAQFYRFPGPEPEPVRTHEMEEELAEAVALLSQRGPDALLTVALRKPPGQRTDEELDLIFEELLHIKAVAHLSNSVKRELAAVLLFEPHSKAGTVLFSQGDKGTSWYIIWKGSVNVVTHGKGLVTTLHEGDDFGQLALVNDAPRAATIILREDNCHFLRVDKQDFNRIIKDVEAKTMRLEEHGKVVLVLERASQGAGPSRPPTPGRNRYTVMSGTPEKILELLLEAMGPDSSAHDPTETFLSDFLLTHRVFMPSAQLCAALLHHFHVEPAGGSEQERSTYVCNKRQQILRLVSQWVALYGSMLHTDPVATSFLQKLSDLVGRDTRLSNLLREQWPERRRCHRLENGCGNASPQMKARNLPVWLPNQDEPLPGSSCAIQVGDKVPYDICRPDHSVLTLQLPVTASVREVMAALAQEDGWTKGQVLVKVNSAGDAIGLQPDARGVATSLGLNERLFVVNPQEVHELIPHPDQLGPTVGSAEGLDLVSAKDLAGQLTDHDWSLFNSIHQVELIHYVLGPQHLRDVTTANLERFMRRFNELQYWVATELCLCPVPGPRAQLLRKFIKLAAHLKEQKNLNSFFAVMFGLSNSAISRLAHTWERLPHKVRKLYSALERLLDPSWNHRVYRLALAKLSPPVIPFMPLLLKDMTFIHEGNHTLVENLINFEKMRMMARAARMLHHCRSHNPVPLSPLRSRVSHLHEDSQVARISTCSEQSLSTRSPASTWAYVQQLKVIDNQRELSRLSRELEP
WRN inhibitor – blocks human WRN helicase. Q14191. WRN helicase unwinding, fluorescent forked duplex, kinetic. Potency, µM (top dose mostly 114 µM), without a hit: top-dose activity change, negative = inhibition, hits mostly inhibitors. 360,000 tested, 0.46% active. AID 651768; note: potency is the fitted concentration of half-maximal effect; % is set by controls: 0 for no effect and ±100 for the full control effect; nearly all actives have a fitted effect of over 55% in size
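Fluorescence dequenching readout, ex 525 nm/em 598 nm, kinetic mode: forked duplex DNA (100 nM final) with adjacent fluorophore and quencher unwound by WRN (20 nM final) with 2 mM ATP. Compound preincubation 15 min, room temperature.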
Abeta rescue – compounds reversing amyloid beta toxicity in yeast; yeast expressing A-beta42, growth rescue, OD600, 48 h; response scale: 0% DMSO, 100% iron-clioquinol control; AID 1347071; Potency, µM (highest dose often 46.1 µM), without a hit: at the highest dose growth rescue, most hits filed as activators; 410,000 tested, 0.063% active; note: potency is the fitted concentration of half-maximal effect; nearly all actives have a fitted effect of over 55% in size
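Yeast growth medium received pinned compounds, then yeast cells expressing toxic A-beta were added; plates incubated at 30 C for 48 hr. Growth read as absorbance at 600 nm, normalized to DMSO and equimolar FeCl3 plus clioquinol controls.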
FUS yeast rescue – FUS proteinopathy suppression in yeast; S. cerevisiae FUS-expressing, growth rescue, OD600, 24 h; Potency, µM (doses to about 76.6 µM), for the others: at the top dose growth rescue (activation), hits mostly activators; 390,000 tested, 0.24% active; AID 1347120;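 note: potency is the fitted concentration of half-maximal effect; plate controls were DMSO vehicle for no effect and reference control for full effect; nearly all actives have a fitted effect of over 55% in size; some results filed as inactive show a strong effect at the top dose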
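S. cerevisiae expressing FUS from galactose induction served as the toxicity model. Growth after 24hr at 30C, read as absorbance at 600 nm, indicates suppression of toxicity; compounds dosed at several concentrations.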
IL-2 act – IL-2 activation | AID 652025 | 360,000 tested, 0.065% active | IL-2 activation reporter assay, cell-based qHTS; stimulated with anti-CD3/CD4/CD28 beads; in transgenic mouse T cells | activation, % (series mostly up to about 46 µM); in the data active = activation above about 50%; inconclusive = mostly about 30% to 49%; note: 0% is about no effect
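Unstimulated transgenic mouse T cells preincubated 60 min with compound, then stimulated with anti-CD3/anti-CD4-coated beads plus anti-CD28 for 18 h at 37 degrees C. IL-2 response read as EGFP and DsRed fluorescence by plate cytometry.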
PLK1 PBD block – blocks phosphopeptide binding to human PLK1 polo-box domain. P53350. Plk1 PBD binding of FITC phosphopeptide, fluorescence polarization. Potency, µM, without a hit: max response, negative = inhibition, most hits filed as inhibitors. 360,000 tested, 2.8% active. AID 720504; note: potency is the fitted concentration of half-maximal effect; series mostly up to about 57 µM; % is set by controls: 0 for no effect and ±100 for the full control effect; nearly all actives have a fitted effect of over 65% in size
PI5P4Ka inh – blocks human PI5P4K alpha kinase activity; 330,000 tested, 1.2% active; P48426; PI5P4Kalpha enzyme, ADP-Glo luminescence, 60 min; active compounds read low; max response, %; AID 652105; active = max response of -50% or lower; inconclusive = between -30% and -50%; inactive = -30% or higher; note: value at the top dose of about 77 µM; % is set by controls: 0 for no effect and ±100 for the full control effect
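Reactions run in 0.038 M HEPES pH 7.4, 0.28 mM EGTA, 0.1% CHAPS and 5% DMSO, with PI5P4Kalpha, substrate, compound and 5 microM ATP final, one hour at room temperature. Readout is ADP-Glo luminescence.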
EPAC1 ag – activates human EPAC1 exchange factor. EPAC1 agonist qHTS, biochemical assay; response scale: 100% = response to 6.5 mM cAMP. 360,000 tested, 0.073% active. AID 720707. Potency, µM (highest dose often 154 µM), for the others: at the highest dose activation, hits mostly activators; note: potency is the fitted concentration of half-maximal effect; nearly all actives have a fitted effect of over 60% in size
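Normalized to 6.5 mM cAMP, activity reflects EPAC1-catalysed release of BODIPY-GDP from Rap1B, followed kinetically over 30 min at 480 nm excitation, 540 nm emission. Reaction contained 100 nM EPAC1, 250 nM Rap1B-BODIPY-GDP, 50 uM GDP.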
An asterisk follows results filed as active; ? = inconclusive; nt = no result given; & = joins results of further samples; [ ] = dose if it differs, or a comment. Unless noted, calls come from the whole dose curve; as a rule, active = well fitted curve in the direction sought with a large enough effect; inconclusive = small, poorly fitted or top-dose-only effect, or another doubt; inactive = no such curve, though single readings can be large; an effect the other way counts as inactive or inconclusive. Not a hit list. Share with any hit: about 4.1%.

Every second line gives: aSyn rescue	EPAC1 antagonist	WRN inhibitor	Abeta rescue	FUS yeast rescue	IL-2 act	PLK1 PBD block	PI5P4Ka inh	EPAC1 ag
O=C(Cc1ccc(S(=O)(=O)N2CCCC2)s1)NC1CCCCCC1
    -9%	5%	?	15%	25%	0.3	-4%	?	1%
CNC(=O)C1CC(=O)N(Cc2ccc3c(c2)OCO3)C(=Nc2ccc(OC)cc2)S1 (stereo not drawn)
    -10%	-9%	-9%	-2%	-5%	-0.4	-4%	nt	0%
O=C1NC(c2ccc3ccccc3c2)Nc2ccccc21 (stereo not drawn)
    1%	-1%	-3%	-1%	-8%	-1.8	0%	3	4%
NNc1nc2c(-c3ccc(Cl)cc3)nnn2c2ccccc12
    ?	-26%	-7%	-2%	4%	-1.9	-5%	-2	5%
CC(C)c1ccc(NC(=O)Nc2nc(C(N)c3ccccc3)cs2)cc1 (stereo not drawn)
    -33%[inhibitor]	-6%	-7%	5%	13%	-0.8	0%	-5	-4%
COc1cccc(-c2c(NC(C)=O)n(C)c3ccccc3c2=O)c1
    -7%	10%	7%	1%	-26%	-1.8	-5%	-5	8%
O=C(COC(=O)C1COc2ccccc2O1)NC(=O)Nc1ccc2c(c1)OCCO2 (stereo not drawn)
    0%	4%	-6%	13%	12%	-0.4	-3%	-4	-15%
Cc1c2cnn(CC(=O)NC3CCCC3)c(=O)c2c(C)n1Cc1ccccc1
    -3%	3%	6%	nt	-4%	3.7	-1%	2	-5%
CCOc1ccccc1N1CC(C(=O)N(CC)C2CCS(=O)(=O)C2)CC1=O (stereo not drawn)
    -1%	-6%	-1%[11.6 µM]	-3%	12%	-0.3	-9%	-17	0%
Cc1cc(CN2CCN(CC(=O)Nc3cc(Cl)ccc3-n3cncn3)CC2)no1
    -7%	18%	3%	8%	2%	-1.6	-11%	-5	3%
COc1ccc(/C(O)=C/c2nc3ccccc3n(-c3ccccc3)c2=O)cc1
    -12%	25%	-13%	-6%	25%	0.5	-26%	4	1%
O=c1[nH]c(=S)[nH]cc1Oc1ccc(Br)cc1Br
    0%	-6%	-11%	-2%	5%	-0.6	?	?	-4%
COc1ccc(C(=O)CCc2ccccc2O)c(OC)c1
    0%	-14%	-5%	1%	13%	2.0	0%	1	0%
CCn1nc(C)c(CCC(=O)O)c1C
    0%	22%	-1%	-8%	12%	1.7	-6%	6	-9%
COc1ccc(Nc2nc(N3CCCC3)nc(N3CCCC3)n2)c(OC)c1
    -14%	4%	-2%	-6%	21%	-1.0	4%	nt	6%
Cc1c(C#N)c(NC(=O)CCl)n(Cc2ccccc2)c1C
    10%	-4%	-4%	-4%	0%	-1.0	0%	-1	-9%
COc1ccc(CC(=O)NCCN2CCOCC2)cc1
    0%	-18%	-9%	-11%	-26%	1.0	-7%	0	2%
COc1ccc(CCNC(=O)CCCN2C(=O)C(c3ccccc3)Oc3cccnc32)cc1OC (stereo not drawn)
    -3%	-20%	14%	16%	16%	-1.2	-15%	-1	9%
COC(=O)C1=C(N)OC2=C(C(=O)CC(C)(C)C2)C1c1ccccc1OCC#N (stereo not drawn)
    2%	-20%	-6%	0%	18%	-0.6	2%	2	11%
COc1ccc(-c2cc(-c3ccc(F)cc3)nc(N3CCN(C)CC3)n2)cc1
    3%	6%	2%	3%	nt	0.4	1%	15	1%
CCOc1ccc(C(=O)Nc2cccc([N+](=O)[O-])c2)cc1Br
    -11%	-6%	-22%[57.1 µM]	-1%	-5%	-4.0	-6%	7	7%
CCOC(=O)N=S(=O)(Oc1ccc([N+](=O)[O-])cc1)c1ccccc1 (stereo not drawn)
    -5%	-5%	-12%	12%	2%	-3.0	3%	3	4%
Cc1ccnc(N2CCC(C(=O)Nc3ccc4c(c3)OCO4)CC2)n1
    -4%	?	13%	13%	25%	-1.4	-6%	-1	8%
CC1(OC(=O)C2CCCC2)C(=O)C=C2C=C(c3ccsc3)N(Cc3ccccc3)C=C2C1=O (stereo not drawn)
    0%	-4%	-2%	-3%	41%	0.3	?	-22	12%
Cc1cccc(NC(=O)N2CCC(NC(=O)c3ccccc3C)CC2)c1
    0%	3%	3%	23%	-2%	-3.3	-3%	10	-8%
CCNC(=O)COC(=O)Cc1ccc(Cl)cc1Cl
    10%	-1%	7%	-4%	-1%	-0.3	3%	-1	-8%
CCOP(=O)(OCC)/C(C#N)=C(\O)c1ccc(OC)cc1
    2%	-15%	-2%	0%	-32%	-1.2	-15%	-1	8%
CC(=O)c1ccc(S(=O)(=O)N2CCC(C(=O)Nc3ncc(C)s3)CC2)cc1
    -3%	7%	-3%	-10%	nt	1.7	-1%	-2	5%
Cc1[nH]c(=O)n(C(C)C)c(=O)c1Br
    -11%	-3%	-8%	-13%	12%	0.2	-13%	6	0%
COc1cc(N)c(Cl)cc1C(=O)OCC(=O)NC1CCCC1
    4%	-10%	1%	16%	11%	0.3	-8%	1	9%
CC(=O)Nc1ccc(N(C(=O)CNC(=O)c2ccco2)C(C(=O)NCC2CCCO2)c2ccccc2)cc1 (stereo not drawn)
    -4%	0%	0%	9%	6%	0.6	-4%	-10	1%
CC(=O)Nc1ccc(NC(=O)Cn2cnc3c(cnn3C(C)(C)C)c2=O)cc1
    -14%	8%	-9%	-20%	27%	-0.2	-8%	-9	7%
CCOc1cc(N2CCOCC2)c(OCC)cc1NS(=O)(=O)c1ccc2c(c1)CC(=O)N2
    6%	-5%	0%	2%	36%	0.6	1%	-21	-6%
Cc1ccc(/C=N/NC(=O)Cc2cccn2C)cc1
    2%	-7%	-5%	15%	25%	-3.7	-2%	-7	-2%
COc1ccc(-c2cc(C(=O)NCCCN3CCCC3=O)c3ccccc3n2)cc1OC
    -1%	-18%	3%	-7%	-3%	-0.2	-11%	3	-16%
CCOC1=C2[C@@H](CN(S(=O)(=O)c3ccc(C)cc3)[C@H]2c2ccccc2F)[C@H]2C(=O)NC(=O)[C@H]2C1
    -4%	9%	6%	-10%	26%	-0.5	-2%	-4	-14%
Cc1ccc(-n2nc3c(=O)n(CCCC(=O)NCc4ccc(Cl)cc4)nc(C)c3c2C)cc1
    1%	-5%	-11%	-3%	9%	-0.8	1%	2	17%
Cc1cccc(CSc2nnc(NC(=O)CSc3nnc(C)s3)s2)c1
    2%	-12%	-10%	-4%	-7%	0.6	-5%	-6	-4%
C=CCn1c(SCC(=O)NCc2ccc3c(c2)OCO3)nc2scc(-c3ccc(F)cc3)c2c1=O
    2%	-7%	-9%	27%	33%	-1.4	-18%	2	6%
COc1ccc(-c2nnn(CC(=O)N(C3CCCCC3)C(C)C(=O)NC3CCCC3)n2)cc1OC (stereo not drawn)
    0%	-3%	2%	-2%	30%	2.9	-1%	nt	0%
NC(=O)Cn1cc(/C=N/NC(=O)c2ccc(Cn3cc(Cl)cn3)o2)c(-c2ccccc2)n1
    -1%	-14%	4%	0%	28%	-0.1	-4%	-5	-15%
CCN1C(=NCCc2cccs2)N[C@@H](c2cccs2)C(C(=O)OC)=C1C
    -5%	-23%	20%	5%	-16%	0.4	-3%	2	3%
OC(CNCc1ccccc1Cl)C(F)(F)F (stereo not drawn)
    0%	-1%	0%	-4%	-7%	-0.2	-3%	4	5%
C=CCc1cccc(CNc2nc3ccccc3n2CCN2CCOCC2)c1O
    8%	-13%	-11%	8%	26%	1.7	3%	nt	-9%
CC1(C)CC(=O)C2=C(C1)OC(N)=C(C#N)C2c1ccccc1 (stereo not drawn)
    -1%	0%	5%	19%	18%	-1.4	-5%	nt	3%
Cc1ccc2[nH]c(=O)c(CN(Cc3ccc4c(c3)OCO4)Cc3nnnn3Cc3ccco3)cc2c1
    -7%	-1%	-31%	-2%	65%	-0.2	-12%	-14	16%
O=S(=O)(c1cccs1)N1CCN(CC(O)COc2cccc(Br)c2)CC1 (stereo not drawn)
    6%	2%	3%	-16%	6%	0.8	-2%	0	14%
O=C(CCN1CCN(c2ccccc2)CC1)NNC(=O)c1cccc2ccccc12
    -1%	-1%	3%	12%	nt	0.9	0%	-1	-9%
CCC(C(=O)NCc1ccccc1OC)n1nc(C)n2c(cc3occc32)c1=O (stereo not drawn)
    8%	14%	7%	5%&9%	21%&20%	-2.1	-2%	nt	0%
Clc1ccc(-c2ccnc3nc(N4CCOCC4)nn23)c(Cl)c1
    13%	-10%	3%	-13%	-1%	-1.8	-3%	-5	1%

More results follow.
Every second line gives: aSyn rescue	EPAC1 antagonist	WRN inhibitor	Abeta rescue	FUS yeast rescue	IL-2 act	PLK1 PBD block	PI5P4Ka inh	EPAC1 ag
COc1ccc(CCn2c(N)c(C(=O)NCc3ccco3)c3nc4ccccc4nc32)cc1OC
    ?	-10%	-32%	-12%	16%	-2.3	-9%	nt	4%
CC1CCN(S(=O)(=O)c2cccc(C(=O)N3CCN(c4ccc(F)cc4)CC3)c2)CC1
    -1%	16%	?	10%	?	-5.9	-10%	10	7%
Cc1ccccc1-n1nc(-c2cccnc2)cc1C(=O)N/N=C/c1ccncc1
    8%	17%	-3%	7%	5%	-0.2	-11%	0	1%
CC(C)[N+](C)(C)CC#CC(O)(c1ccccc1)c1ccccc1
    -7%	8%	-22%	-10%	-25%	0.4	-1%	-4	2%
CCOc1ccc(NC(=O)CCc2nnc3ccc(N4CCN(C)CC4)nn23)cc1
    -5%	?	-3%	4%	-20%	-0.4	-2%	1	2%
COc1ccc(CNC(=O)CSc2nn3c(=O)c(C(C)(C)C)nnc3s2)cc1OC
    -5%	-21%	-1%[57.1 µM]	0%	21%	0.0	4%	-3	-2%
